Screening results: PubChem BioAssay, several laboratories
NadD inh = inhibitors of S. aureus NadD, primary screen, biochemical, colorimetric, uHTS | purified NadD enzyme, colorimetric absorbance read-out | inhibition, % at 20 µM | AID 602399, 2012 | 360,000 compounds, 0.78% hits; in the data active means inhibition above about 26%; further: some compounds past the cut are filed as inactive
MsrA inh = bovine MsrA enzyme inhibitors, primary screen, biochemical, absorbance, HTS | Methionine sulfoxide reductase A (Bos taurus) | purified bovine MsrA, absorbance read-out | inhibition, % at 15.5 µM | 360,000 compounds, 0.75% hits | AID 651718, 2012; in the data active means inhibition above about 4.5%;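 further: 0% = vehicle wells with enzyme and 100% = reference inhibitor wells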
Scp-1 inhibitor = Scp-1 phosphatase inhibitors, primary screen, biochemical, colorimetric, uHTS; inhibition, % at 20 µM; 340,000 compounds, 0.88% hits; Recombinant Scp1, phosphopeptide, malachite green phosphate absorbance;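 active means inhibition above about 50% at 20 µM, limit read from the data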;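 further: plate controls were DMSO wells with enzyme for no effect and wells lacking enzyme for full effect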
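assay system = SCP-1 phosphatase catalytic domain, residues 76-261 | buffer or medium = 50 mM Tris acetate pH 5.5, 0.005% Tween-20, 10 mM MgCl2 | incubation = enzyme reaction 45 min at room temperature, colour 5 min, stabilisation 30 min | signal = Phosphate-binding colour reagent, absorbance read at 630 nm | measure = % inhibition at 20 µM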
Rpn11 inh = Rpn11 (PSMD14) deubiquitinase inhibitors, primary screen, biochemical, fluorescence polarization, uHTS; 360,000 compounds, 0.59% hits; human 26S proteasome, Ub4-pepOG fluorescence polarization; 20S core pre-blocked with epoxomicin; 26S proteasome non-ATPase regulatory subunit 14 (Homo sapiens), O00487; calls only at 20 µM;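 active means inhibition at 20 µM, scaled to each plate's controls, above about 33%, limit read from the data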
DNMT1 inh = human DNMT1 methyltransferase inhibitors, primary screen, biochemical, molecular beacon, fluorescence, HinP1I cleavage, uHTS. DNA (cytosine-5)-methyltransferase 1 (Homo sapiens), P26358. inhibition (reported as % activation of signal), % at 10 µM. 360,000 compounds, 0.83% hits. AID 588458, 2011; in the data active means inhibition above about 50%
Target sequence (P26358 504-1616 limits assumed): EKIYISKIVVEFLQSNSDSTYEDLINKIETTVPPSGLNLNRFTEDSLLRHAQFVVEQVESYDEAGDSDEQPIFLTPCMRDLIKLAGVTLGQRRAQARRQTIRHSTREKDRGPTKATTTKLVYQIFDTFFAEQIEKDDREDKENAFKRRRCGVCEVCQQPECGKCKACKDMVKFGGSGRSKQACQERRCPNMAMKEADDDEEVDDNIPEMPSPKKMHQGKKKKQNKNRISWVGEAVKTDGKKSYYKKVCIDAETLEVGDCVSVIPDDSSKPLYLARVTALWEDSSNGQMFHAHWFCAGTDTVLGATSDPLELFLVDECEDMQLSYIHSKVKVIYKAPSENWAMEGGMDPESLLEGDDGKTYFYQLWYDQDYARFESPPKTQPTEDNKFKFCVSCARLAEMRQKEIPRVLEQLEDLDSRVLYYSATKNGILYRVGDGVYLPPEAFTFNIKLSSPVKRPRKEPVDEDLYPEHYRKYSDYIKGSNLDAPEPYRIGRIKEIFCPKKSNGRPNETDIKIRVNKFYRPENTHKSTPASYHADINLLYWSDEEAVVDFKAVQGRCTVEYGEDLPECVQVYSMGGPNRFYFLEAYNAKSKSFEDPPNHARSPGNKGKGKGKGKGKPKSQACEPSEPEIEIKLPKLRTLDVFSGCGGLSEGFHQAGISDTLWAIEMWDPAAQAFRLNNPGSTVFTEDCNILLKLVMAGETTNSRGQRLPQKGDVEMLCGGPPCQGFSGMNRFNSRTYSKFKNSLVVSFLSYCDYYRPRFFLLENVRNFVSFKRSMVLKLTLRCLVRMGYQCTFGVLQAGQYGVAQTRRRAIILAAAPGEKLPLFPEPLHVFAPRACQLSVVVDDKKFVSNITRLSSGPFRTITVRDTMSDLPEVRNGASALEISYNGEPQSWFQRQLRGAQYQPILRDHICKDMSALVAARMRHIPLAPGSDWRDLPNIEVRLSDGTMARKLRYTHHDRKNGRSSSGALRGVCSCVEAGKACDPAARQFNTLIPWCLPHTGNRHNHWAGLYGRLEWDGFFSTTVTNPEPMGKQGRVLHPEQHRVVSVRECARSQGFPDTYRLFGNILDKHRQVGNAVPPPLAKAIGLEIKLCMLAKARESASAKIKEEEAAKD
CSN deneddyl inh = inhibitors of CSN-mediated cullin deneddylation, primary screen, biochemical, fluorescence polarization, uHTS; Purified CSN, SCF-Nedd8-OG deneddylation; inhibition, % at 12.5 µM; 360,000 compounds, 0.38% hits;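 active means pattern-corrected inhibition above about 35%, with an unprinted fluorescence ratio check between 0.5 and 1.5, limit read from the data, passing the limit was not always enough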;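 further: 0% = enzyme with substrate and 100% = substrate without enzyme; some results filed as inactive read as strong as hits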
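test system = HEK293T-derived human Csn5 enzyme | amount = 0.24 nM Csn5 enzyme, final concentration | medium = Tris/NaCl/DTT buffer, pH 7.5 | schedule = 90 min reaction at room temperature | signal = FP | evaluation = inhibition of Csn5 cleavage, % | compound dosing = single dose of 12.5 µM compound with 0.25% DMSO | probe or stimulus = 10 nM SCFSkp2-Nedd8OG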
SUMO1 PPI mod = modulators of SUMO1 protein-protein interactions, primary screen, biochemical, uHTS | Small ubiquitin-related modifier 1 (Homo sapiens), P63165 | SUMO1 binding to a labelled peptide, TR-FRET, 1 h | inhibition, % at 20 µM | 360,000 compounds, 0.33% hits | AID 602429, 2012; in the data active means inhibition above about 37%
LMPTP block = LMPTP phosphatase inhibitors, primary screen, biochemical, fluorescence intensity, uHTS; recombinant LMPTP-A, OMFP fluorogenic substrate; inhibition, % at 20 µM; 360,000 compounds, 0.22% hits; AID 651560, 2012;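 active means compounds that cut the enzyme signal by at least half of the control window in the single-dose screen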;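 further: plate controls were DMSO wells with enzyme plus substrate for no effect and substrate without enzyme for full effect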
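Test system: LMPTP-A phosphatase enzyme. Amount: LMPTP-A at 0.625 nM final in the reaction. Reagent: OMFP substrate, 400 µM final. Times: 50 min at room temperature. Signal: endpoint fluorescence intensity from OMFP dephosphorylation. Read-out basis: % inhibition. Benchmarks: no-enzyme and uninhibited controls.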
TbMetRS inhib = T. brucei MetRS inhibitors, primary screen, biochemical, luminescence | inhibition, % at 11.9 µM | purified T. brucei MetRS, ATP depletion, Kinase-Glo luminescence | methionyl-tRNA synthetase (Trypanosoma brucei brucei) | 360,000 compounds, 0.4% hits;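 active means inhibition above a per-plate cutoff of the control wells' mean inhibition plus 3 SD, cut at about 5.5% in these data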;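 further: 0% = DMSO wells median and 100% = median of wells with control inhibitor compound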
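Assay system: T. brucei methionyl-tRNA synthetase, purified | Medium: HEPES buffer with MgCl2, KCl, DTT, spermine, BSA, pyrophosphatase | Compound: 11.9 µM single point | Incubation: 15 min enzyme-compound preincubation, 2 h reaction, 10 min detection, 25 °C | Measured by: Kinase-Glo luciferase luminescence reporting remaining unconsumed ATP | Measure: % inhibition normalized to control-well medians | Replication: Singlicate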
STEP inh = STEP phosphatase inhibitors, primary screen, biochemical, fluorescence intensity, uHTS. 360,000 compounds, 0.25% hits. inhibition, % at 20 µM. recombinant STEP, OMFP fluorogenic substrate. Tyrosine-protein phosphatase non-receptor type 5 (Homo sapiens), P54829. AID 588621, 2011;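 active means inhibition at 20 µM, scaled per plate between control wells, above about 37%, limit read from the data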;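 further: 0% = DMSO with enzyme and substrate and 100% = substrate only without enzyme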
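System: STEP (striatal-enriched tyrosine phosphatase) enzyme, cell-free; medium: Bis-Tris pH 6.0 buffer with DTT, detergent; dosing: 20 µM, 1% DMSO; times: reaction 20 min, ambient temperature; detection: fluorescence, 480/540 nm; read-out basis: normalized % inhibition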
Starred values were filed as active, the others as inactive; i = inactive; . = not tested or not shown; + = active, no number; & = joins results of further samples.

SMILES	NadD inh	MsrA inh	Scp-1 inhibitor	Rpn11 inh	DNMT1 inh	CSN deneddyl inh	SUMO1 PPI mod	LMPTP block	TbMetRS inhib	STEP inh
Cc1ccc(C)c(-n2c(SCC(N)=O)nnc2-c2ccccn2)c1	-0.9	1.3	-2.6	i	3.4	-1.9	0.7	-2.0	-0.1	-0.4
CCOc1cc(C=O)ccc1OCC(N)=O	-4.7	1.9	-8.3	i	-1.9	-0.6	-0.4	-1.4	-0.3	0.2
Cc1cc(/C=C2\SC(=O)N(C)C2=O)c(C)n1-c1ccc(S(N)(=O)=O)cc1	15.3	1.4	8.4	i	-7.4	1.7	-17.3	0.3	-0.7	1.2
COc1cccc(C2C3(C#N)C(N)=NC(OC)(OC)C23C#N)c1 (configuration not stated)	-4.8	-0.5	-1.9	i	1.9	-1.2	1.8	-0.6	0.0	1.9
CCOC(=O)C1=C(N)N(c2ccc(N3CCCCC3)cc2)C(=O)C1	6.8	0.2	1.1	i	-2.0	5.4	-4.9	-0.3	-0.1	-0.2
O=C(Nc1ccc([N+](=O)[O-])cc1)N1CCCCCC1	-2.1	0.8	-6.9	i	0.0	0.2	-17.0	-1.1	-0.1	2.0
CCN(CC)CCNC(=O)c1cn(CC)c2ccc(S(=O)(=O)N(C)C3CCCCC3)cc2c1=O	-1.9	-0.3	-2.5	i	-0.6	1.9	1.0	-4.7	-0.2	-2.0
CC(C)(C)NS(=O)(=O)c1ccc(C(=O)Nc2ccc3c(c2)OCO3)cc1	-3.7	0.4	-7.1	i	-0.8	-2.7	3.5	-0.9	-0.1	-0.6
Cc1ccc2[nH]c(C)c(CC(=O)O)c2c1	-2.6	1.1	-8.0	i	-24.3	11.8	-2.0	-0.8	0.3	0.2
CCOc1cccc(-c2nn3c(-c4ccccn4)nnc3s2)c1	7.7	-0.1	-4.7	i	2.9	1.6	5.0	1.4	-0.3	0.9
O=C(CCN1CCN(Cc2ccccc2)CC1)Nc1cccc(Br)c1	-11.0	-0.3	-5.7	i	-0.5	1.3	-1.7	-0.7	-0.6	-0.7
CC1CC(C)(C)C2=NCCN21 (configuration not stated)	-2.6	-0.3	.	i	21.3	0.0	-2.7	-1.0	-0.2	2.7
CSCC[C@H](NC(=O)COc1ccc(Cl)cc1Cl)c1nc2ccccc2[nH]1	-5.3	-0.7	-23.8	i	-9.1	7.5	-0.2	1.1	11.8*	-1.4
O=S(=O)(c1ccc(Br)cc1)N1CCOC12CCCCC2	-0.5	0.0	-11.0	i	-1.7	-2.2	-2.5	0.7	0.1	-2.2
CC(C)c1nc(SCC(=O)NC2CCCC2)c2c(=O)n(C)c(=O)n(C)c2n1	1.6	2.5	-6.1	i	8.2	5.9	4.1	-3.5	0.0	3.2
CN(C(=O)c1ccncc1)C1CC(C)(C)N(O)C(C)(C)C1	4.1	-1.5	-1.2	i	0.4	1.3	-1.8	0.4	-0.9	-1.7
COc1ccccc1N(CC(=O)NC1CCCCC1)C(=O)CNC(=O)c1cccs1	1.0	-0.1	-10.3	i	-3.6	4.5	-0.7	-1.5	-0.4	0.9
CC1CCCCC12NC(=O)N(Cn1nnc3ccccc3c1=O)C2=O (configuration not stated)	10.8	-1.0	-3.1	i	3.1	-1.9	-4.2	-1.9	-0.8	-1.0
Cc1cc(C)cc(Nc2nc3c([nH]2)c(=O)n(C)c(=O)n3C)c1	-0.6	0.0	1.0	i	-1.1	-3.1	1.8	-0.5	0.1	2.4
C=CCn1c(Cc2cccs2)nnc1SCC(=O)NC1CC1	-2.6	-0.4	-2.0	i	0.8	0.0	4.9	-0.6	0.0	0.0
O=S1(=O)N[C@@H](Cc2ccccc2)COc2cccc(N3CCSCC3)c21	-2.7	-0.4	.	.	.	-4.0	-0.6	0.8	-0.3	.
C[C@@H]1CN([C@H](C)CO)C(=O)CCCn2nncc2CO[C@H]1CN(C)C(=O)c1ccccc1	-0.6	-1.4	.	i	1.4	3.7	2.5	-1.1	-0.1	-2.4
Cn1c(SCCC(=O)O)nnc1-c1ccncc1	-1.5	-1.3	-6.3	i	-1.2	1.4	0.2	-0.4	-0.9	-3.5
COc1cc(/C=C2\SC(=S)N(NC(=O)c3ccncc3)C2=O)ccc1O	-2.4	3.3	-13.9	+	-2.7	38.6*	-13.3	1.0	-0.8	-4.6
O=C(CCl)N1CCN(S(=O)(=O)Cc2ccccc2)CC1	5.3	0.5	-0.1	i	4.9	-0.7	-0.1	-1.8	-0.3	-4.0

Some of the entries so far, with values under each structure.
Value order – NadD inh	MsrA inh	Scp-1 inhibitor	Rpn11 inh	DNMT1 inh	CSN deneddyl inh	SUMO1 PPI mod	LMPTP block	TbMetRS inhib	STEP inh
> O=S1(=O)N[C@@H](Cc2ccccc2)COc2cccc(N3CCSCC3)c21
→ -2.7	-0.4	.	.	.	-4.0	-0.6	0.8	-0.3	.
> C[C@@H]1CN([C@H](C)CO)C(=O)CCCn2nncc2CO[C@H]1CN(C)C(=O)c1ccccc1
→ -0.6	-1.4	.	i	1.4	3.7	2.5	-1.1	-0.1	-2.4
> Cn1c(SCCC(=O)O)nnc1-c1ccncc1
→ -1.5	-1.3	-6.3	i	-1.2	1.4	0.2	-0.4	-0.9	-3.5

Continued.
SMILES	NadD inh	MsrA inh	Scp-1 inhibitor	Rpn11 inh	DNMT1 inh	CSN deneddyl inh	SUMO1 PPI mod	LMPTP block	TbMetRS inhib	STEP inh
CCCCn1nc(CC(=O)O)c2ccccc2c1=O	1.5	0.2	0.5	i	9.0	-3.6	-0.1	0.5	-0.7	-9.3
O=C(NCc1ccc(F)c(F)c1)C1Cc2c(-c3ccc4c(c3)OCO4)ccnc2O1 (configuration not stated)	-2.8	-0.2	.	i	-6.9	-1.2	6.2	0.6	0.0	0.8
COc1nc(C#N)c(N2CCOCC2)o1	14.4	-0.2	-4.9	i	-0.4	-1.2	0.0	0.2	-0.4	1.0
Cc1ccc(OCCNC(=O)c2cc(C3CC3)nc3c2cnn3C(C)C)cc1	-2.1	0.0	-5.7	i	10.8	-0.7	-2.3	2.5	-0.3	-0.6
COc1cc(SC)ccc1C(=O)OCc1nc2ccsc2c(=O)[nH]1	-1.7	0.5	-5.7	i	1.9	3.2	7.7	0.4	-0.3	0.4
CCCCCCOc1ccc(OCC(O)CN2C(=O)NC(C)(C)C2=O)cc1 (configuration not stated)	-5.8	1.1	-2.7	i	-2.0	1.0	0.0	-0.8	-1.0	0.3
COc1ccc(CC(=O)NNC(=O)c2ccccn2)cc1	-2.4	-0.5	-2.8	i	1.0	1.8	-1.0	-1.3	-1.1	1.8
CC(CCC(=O)O)C1CCC2C3C(O)CC4CC(O)CCC4(C)C3CC(O)C12C (configuration not stated)	3.0&-0.3	-0.5&-0.7	-6.3	i	2.0&3.5	3.6&0.2	4.4&2.0	-5.3&-0.8	-0.6&-0.3	-1.4&-1.5
CCOc1ccc(NC(=O)c2ccc(Cl)c(NC(=O)c3ccco3)c2)cc1	-1.0	0.1	-3.0	i	-6.4	-4.6	1.0	-0.2	-0.2	1.5
Cn1c(=O)c2c(nc(-n3ccnc3)n2Cc2ccc(Cl)cc2Cl)n(C)c1=O	3.0	1.3	-5.5	i	-5.1	0.9	1.4	0.9	-0.8	-1.6
COc1ccc(S(=O)(=O)N(C)c2ccc(C(=O)N3CCN(C)CC3)cc2)cc1	-1.4	0.5	-4.2	i	1.8	1.3	2.1	-0.2	-0.5	-0.6
O=C(COC(=O)CCN1C(=O)/C(=C\C=C\c2ccccc2)SC1=S)Nc1ccc(Br)cc1	10.7	0.1	-15.5	+	66.6*	10.3	-3.1	3.9	0.0	2.7
O=C(COC(=O)c1cc(S(=O)(=O)N2CCOCC2)c(Cl)cc1Cl)Nc1ncc(C(F)(F)F)cc1Cl	-2.6	0.2	-4.3	i	0.8	2.1	0.5	-1.2	-0.9	2.6
COc1ccc(C2C3=C(CC(C)(C)CC3=O)Nc3c2c(=O)[nH]c(=O)n3Cc2ccccc2)cc1OC (configuration not stated)	0.2	2.5	-3.4	i	-2.5	4.7	-9.0	-0.6	-1.0	-2.5
Cc1cc(C(=O)O)cc(S(=O)(=O)NNC(=O)c2cccs2)c1C	0.6	0.4	53.3*	i	3.0	4.4	4.8	-0.7	0.3	1.8
COc1ccccc1Nc1nc(N)nc(CN2CCOCC2)n1	1.9	0.3	-9.1	i	-0.2	4.9	0.5	-0.1	-1.0	0.9
Cc1ccc(S(=O)(=O)N2CCOCC2)cc1NC(=O)CNCc1ccccn1	-1.4	0.9	-4.1	i	-3.4	2.2	3.6	0.4	0.1	1.7
COc1ccc(CCNCC(=O)Nc2c(C)cc(C)cc2C)cc1OC	-11.4	0.3	0.5	i	0.1	-7.3	1.3	-1.2	-0.6	1.9
CCC(c1nnnn1Cc1ccccc1)N1CCN(c2ccc(OC)cc2)CC1 (configuration not stated)	-6.5	-0.5	-8.1	i	-4.3	3.8	4.1	0.4	0.2	-3.3
CC(C)Nc1nc2cccnc2s1	-2.5	0.4	-10.5	i	-3.9	4.4	0.5	-1.7	3.0	2.2
COCCN(C(=O)COC(=O)C1=COCCO1)c1c(N)n(Cc2ccccc2)c(=O)[nH]c1=O	-4.1	-0.2	-7.8	i	3.3	3.7	2.8	-1.0	0.1	-3.6
NC(=O)c1cccc(S(=O)(=O)N2CC(c3ccccc3)CC2=O)c1 (configuration not stated)	-6.6	-0.4	-11.7	i	10.8	-3.2	2.2	-1.5	-1.1	1.8
Cc1occc1C(=O)Nc1nn[nH]n1	-4.1	0.8	-1.6	i	0.2	-6.8	1.0	-3.8	-0.2	-5.6
